Casp7 inh = caspase-7 (human) inhibition, allosteric or competitive; Potency, µM (highest dose often 57.5 µM), for inactives: at the top dose activity change, negative = inhibition, hits mostly inhibitors; recombinant caspase-7, Ac-DEVD-AFC fluorescence rate; AID 889; actives 0.02% (n = 75,000); active = well fitted inhibition curve with a large enough effect in the main read-out, with a control signal flat, not every such curve was filed as active; inconclusive = small, poorly fitted or top-dose-only effect, or a change in a side signal; also: potency is read from the fitted curve at half-maximal effect; % of control where 0% means no effect
USP2a inh = USP2a (human) protease inhibition; USP2a enzymatic assay, qHTS inhibition; actives 0.1% (n = 60,000); O75604; Potency, µM (doses to about 38.3 µM), inactives show at the highest dose activity change, negative = inhibition, usual class: inhibitors;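 also: potency is read from the fitted curve at half-maximal effect; nearly all actives have a fitted effect of over 60% in size; plate controls were DMSO for no effect and NEM full inhibition control for full effect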
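Coupled readout: USP2-cleaved Ub-PLA2 (20nM final) turns over NBD C6-HPC (20uM final), Ex 460nm/Em 535nm after 2.5 h, time-zero read flagging artifacts. Enzyme (20nM final, pH 8.0 Tris) given 30 min RT with compound first; NEM defines full inhibition.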
Luciferase inh = blocks Photinus pyralis firefly luciferase activity; P08659; purified firefly luciferase, luminescence, 8 min; Potency, µM (highest dose often 57.1 µM), for inactives: top-dose activity change, negative = inhibition, usual class: inhibitors; actives 2.2% (n = 72,000); also: potency is read from the fitted curve at half-maximal effect; % is scaled to controls: 0 for no effect and ±100 for the full control effect; nearly all actives have a fitted effect of over 40% in size
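Here, luciferase activity is measured as luminescence following an 8 min room-temperature reaction at 10 uM ATP, pH 7.2. Every library sample is titrated.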
HEK293 cAMP ctrl = raises cAMP in parental HEK293 cells, TSHR agonist counter-screen; parental HEK293 CNG cAMP sensor, membrane potential fluorescence; Potency, µM (doses to about 57.1 µM), inactives show at the top dose activation, most hits filed as activators; actives 2.5% (n = 73,000); also: potency is read from the fitted curve at half-maximal effect; % of control where 0% means no effect; nearly all actives have a fitted effect of over 55% in size
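Parental HEK 293 cells stably expressing a cAMP-gated CNG channel were loaded with membrane potential dye containing 100 uM RO 20-1724 for 60 min. Compound added for 30 min; depolarization read as fluorescence intensity at 590 nm.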
CRE-bla Fsk = modulators of forskolin-stimulated CRE signaling in CHO cells. CHO CRE-bla reporter (cAMP response element driving beta-lactamase), forskolin EC10, beta-lactamase ratio. Potency, µM (series often up to 38.2 µM), for the others: at the top dose activity change, negative = inhibition, usual class: activators. actives 2.5% (n = 71,000); active = well fitted activation curve with a large enough effect in the signal ratio, with a control signal flat, not every such curve was filed as active; inconclusive = small, poorly fitted or top-dose-only effect, or effect the other way, or a change in a side signal; the % refers to the signal ratio; also: potency is read from the fitted curve at half-maximal effect; % of control where 0% means no effect
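Modulation of forskolin-driven signalling is measured in CHO cells carrying a CRE-controlled beta-lactamase reporter. Cells are stimulated with EC10 NKH 477 in the presence of titrated compound for 3 h at 37 °C, then loaded with CCF4 for 2 h at room temperature.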
ERK AVP inh = inhibitors of vasopressin-stimulated ERK signaling pathway; HEK293-V1b, vasopressin-stimulated pERK AlphaScreen; Potency, µM (top dose mostly 57.5 µM), for the others: at the top dose activity, negative = inhibition, actives largely listed as inhibitors; actives 0.99% (n = 72,000); AID 995; also: potency is read from the fitted curve at half-maximal effect; % is scaled to controls: 0 for no effect and ±100 for the full control effect; nearly all actives have a fitted effect of over 55% in size
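HEK293 cells stably expressing V1b receptor, preincubated 30 min at 37 °C with compound, then stimulated 5 min with 25 nM vasopressin. Phospho-ERK by AlphaScreen SureFire after 5 h RT; normalized to DMSO and vasopressin; AC50 by Hill fit.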
A350 autofl = A350 region autofluorescence | max dye-equivalent concentration, M | Compound autofluorescence, 340/450 nm, Alexa 350 dye-equivalents; active compounds read high | AID 590 | actives 11% (n = 59,000); in the data active = max dye-equivalent concentration above about 10 nM; inconclusive = mostly about 1.1 nM to 9.6 nM
Caspase-1 inhib = blocks human caspase-1 allosterically or competitively | Potency, µM (titrated, usually from 57.5 µM), for inactives: at the top dose activity change, negative = inhibition, usual class: inhibitors | actives 0.03% (n = 75,000) | Caspase-1 enzyme, Ac-WEHD-AFC fluorogenic rate;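 also: potency is read from the fitted curve at half-maximal effect; plate controls were vehicle for no effect and no substrate for full effect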
BRCT PPI red = BRCT-phosphoprotein interaction inhibition (red fluorophore); P38398; BRCT-phosphopeptide binding, red fluorescence polarization; Potency, µM (doses to about 76.9 µM), for the others: at the top dose activity change, negative = inhibition, usual class: inhibitors; actives 0.03% (n = 75,000); AID 892; also: % is scaled to controls: 0 for no effect and ±100 for the full control effect
Target sequence (P38398 whole entry, looked up): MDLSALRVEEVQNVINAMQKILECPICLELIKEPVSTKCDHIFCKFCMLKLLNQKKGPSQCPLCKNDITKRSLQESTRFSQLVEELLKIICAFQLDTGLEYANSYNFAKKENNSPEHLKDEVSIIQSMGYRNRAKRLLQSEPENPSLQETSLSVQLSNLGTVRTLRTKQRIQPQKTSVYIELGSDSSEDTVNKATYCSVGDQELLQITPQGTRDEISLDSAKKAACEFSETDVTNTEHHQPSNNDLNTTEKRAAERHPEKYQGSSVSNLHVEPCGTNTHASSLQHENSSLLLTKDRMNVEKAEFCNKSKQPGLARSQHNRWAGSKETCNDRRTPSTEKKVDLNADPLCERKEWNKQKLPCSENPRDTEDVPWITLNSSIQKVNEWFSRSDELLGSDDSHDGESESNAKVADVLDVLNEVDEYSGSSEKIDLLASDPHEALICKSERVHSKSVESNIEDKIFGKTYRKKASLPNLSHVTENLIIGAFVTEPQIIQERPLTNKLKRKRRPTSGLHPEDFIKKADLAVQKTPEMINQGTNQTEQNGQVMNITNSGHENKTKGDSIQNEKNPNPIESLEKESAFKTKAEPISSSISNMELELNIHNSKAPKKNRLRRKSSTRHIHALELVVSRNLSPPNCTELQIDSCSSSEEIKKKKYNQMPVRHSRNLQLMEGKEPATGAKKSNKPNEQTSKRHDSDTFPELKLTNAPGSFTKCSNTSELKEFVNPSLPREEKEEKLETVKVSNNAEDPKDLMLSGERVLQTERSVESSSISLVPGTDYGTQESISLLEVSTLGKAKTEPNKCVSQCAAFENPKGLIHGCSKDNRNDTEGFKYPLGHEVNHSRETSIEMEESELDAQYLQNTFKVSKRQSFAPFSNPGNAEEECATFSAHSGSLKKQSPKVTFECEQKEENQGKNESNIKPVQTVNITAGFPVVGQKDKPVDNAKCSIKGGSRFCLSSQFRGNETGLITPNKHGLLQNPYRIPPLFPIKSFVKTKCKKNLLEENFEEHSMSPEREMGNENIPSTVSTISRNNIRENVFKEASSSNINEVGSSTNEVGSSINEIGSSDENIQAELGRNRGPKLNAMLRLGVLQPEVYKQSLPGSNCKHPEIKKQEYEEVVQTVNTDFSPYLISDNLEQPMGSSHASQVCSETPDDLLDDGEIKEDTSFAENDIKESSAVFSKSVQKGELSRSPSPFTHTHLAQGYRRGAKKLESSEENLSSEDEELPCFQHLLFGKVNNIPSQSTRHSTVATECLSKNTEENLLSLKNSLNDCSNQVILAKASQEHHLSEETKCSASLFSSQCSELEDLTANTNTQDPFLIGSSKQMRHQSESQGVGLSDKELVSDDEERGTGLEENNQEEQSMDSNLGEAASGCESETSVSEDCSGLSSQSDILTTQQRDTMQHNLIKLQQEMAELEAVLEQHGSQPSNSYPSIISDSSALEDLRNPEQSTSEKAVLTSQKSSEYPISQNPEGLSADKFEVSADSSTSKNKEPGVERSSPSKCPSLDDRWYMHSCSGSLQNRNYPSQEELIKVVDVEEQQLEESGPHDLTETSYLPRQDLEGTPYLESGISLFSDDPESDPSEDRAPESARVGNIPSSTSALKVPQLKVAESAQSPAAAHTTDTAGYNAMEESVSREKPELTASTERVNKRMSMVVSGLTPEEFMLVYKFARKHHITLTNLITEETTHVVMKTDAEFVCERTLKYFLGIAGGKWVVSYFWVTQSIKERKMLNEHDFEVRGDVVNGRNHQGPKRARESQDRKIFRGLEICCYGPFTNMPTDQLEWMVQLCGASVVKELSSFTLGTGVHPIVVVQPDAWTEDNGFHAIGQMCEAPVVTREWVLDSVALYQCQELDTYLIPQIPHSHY
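Fluorescence polarization: 100 nM His-tagged BRCA1 BRCT with 100 nM TAMRA-labelled phospho-BACH1 decapeptide, phosphate buffer pH 7.3 with 150 mM NaCl, DTT, 0.01% Tween 20; 12 min RT. Binding inhibition seen as FP decrease.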
BRCT inh green = blocks human BRCA1 BRCT binding to phosphopeptide, green readout; Potency, µM (titrated, usually from 76.9 µM), for the others: at the top dose activity change, negative = inhibition, most hits filed as inhibitors; BRCA1 BRCT-phosphopeptide binding, green fluorescence polarization; P38398; actives 0.05% (n = 75,000);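 also: potency is read from the fitted curve at half-maximal effect; plate controls were peptide without protein for full effect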
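Compounds were incubated for 12 min at room temperature with a complex of 100 nM fluorescein-tagged pBACH1 decapeptide and 250 nM His-tagged BRCT protein. Buffer was phosphate pH 7.3 with EDTA, DTT and Tween 20. Disruption of binding lowers the polarization signal.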
Tau filament bind = binders of human tau filaments | Potency, µM (highest dose often 57.1 µM), inactives show top-dose activity change, negative = inhibition | recombinant tau filaments, thioflavin S fluorescence, 15 h; filaments grown with octadecylsulfate alongside compound | P10636 | AID 596 | actives 2% (n = 71,000);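 also: potency is read from the fitted curve at half-maximal effect; % is scaled to controls: 0 for no effect and ±100 for the full control effect; actives lower thioflavin S fluorescence by blocking filaments or displacing dye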
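Read-out: ThS fluorescence, 450 nm excitation/510 nm emission; lower signal marks blocked filament formation or displaced dye. Tau at 1 uM with 30 uM ODS, 10 uM ThS, 5 mM DTT, 100 mM NaCl, 10 mM HEPES pH 7.4; 15 h, 37 C.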
Starred values were filed as active, the others as inactive; i = inactive; u = inconclusive; x = no result given; [ ] = dose if it differs, or a comment. Unless noted, calls follow the shape of the dose curve; as a rule, active = well fitted curve in the direction sought with a large enough effect; inconclusive = small, poorly fitted or top-dose-only effect, or another doubt; inactive = no such curve, though single readings can be large; an effect the other way counts as inactive or inconclusive.

SMILES	Casp7 inh	USP2a inh	Luciferase inh	HEK293 cAMP ctrl	CRE-bla Fsk	ERK AVP inh	A350 autofl	Caspase-1 inhib	BRCT PPI red	BRCT inh green	Tau filament bind
CCOc1ccc(OCC(=O)N2CCOCC2)cc1	-0.6%	0.9%	-0.8%	-3.1%	-8.8%	-2.8%	i	-0.1%	0.2%	0.2%	-0.9%
CCC(CC)c1nc(NCCC(=O)O)c2ccccc2n1	-0.8%	4.9%	3.1%	u	-0.7%	-19.7%	u	0.5%	-0.4%	-0.9%	10.6%
Cc1ccnc(SCCn2c(N3CC(C)CC(C)C3)nc3c2c(=O)n(C)c(=O)n3C)n1 (stereo unspecified)	-2.7%	1.9%	0.7%	8.5%	12.3%	9.2%	i	0.7%	1.1%	-4.2%	-16.0%
COc1ccc(Cc2nnc(NC(=O)c3c(-c4ccccc4)noc3C)s2)cc1	-4.7%	26.7%	-2.1%	18.3%	11.3%	-13.3%	x	-6.0%	-1.1%	1.2%	-11.2%
CCCCC(c1nnnn1Cc1ccco1)N1CCN(C(=O)c2ccco2)CC1 (stereo unspecified)	0.3%	x	2.6%	u	-13.4%	6.5%	i	1.2%	-1.2%	-2.4%	-9.8%
COC(=O)C1C(O)=C(C=NC2CCCCC2)C(=O)CC1(C)C (stereo unspecified)	-3.5%	-5.7%	0.4%	6.9%	10.1%	6.4%	i	1.4%	0.3%	0.7%	-7.3%
CC1CCCCN1S(=O)(=O)c1ccc2c(c1)CCN2C(=O)C1CCC1 (stereo unspecified)	-1.6%	3.6%	2.3%	18.5%	u	-29.4%	i	-1.4%	0.0%	-0.2%	1.9%
Cc1cc(NC(=O)CSc2nc3ccsc3c(=O)n2NC(=O)c2ccccc2)no1	1.4%	3.7%	-1.9%	2.5%	0.1%	-16.3%	i	-1.9%	-3.9%	-3.5%	2.6%
O=c1cc(-c2ccc(O)cc2)oc2cc(O)cc(O)c12	-0.3%	37.2%[activator]	u	0.6%	u	u	i	-1.0%	1.5%	0.9%	60.5%
COc1ccccc1-c1cncnc1NCc1cccc(C)c1	-0.6%	-14.7%	-0.3%[2.29 µM]	u	13.1%	-28.4%	i	1.2%	0.1%	1.0%	9.0%
N#C/C(=C\NC(=S)c1ccncc1)c1nc2ccccc2s1	-15.5%[11.5 µM]	x	-2.2%[11.4 µM]	-1.1%[11.4 µM]	-9.4%[7.6 µM]	7.6%[11.5 µM]	i	-9.8%[11.5 µM]	-0.5%[15.4 µM]	44.9%[activator][15.4 µM]	98.5%[11.4 µM]
Cc1ccc(SC(C)c2nc(-c3ccncc3)no2)cc1 (stereo unspecified)	-0.8%	-1.1%	1.7%	13.3%	u	20.4%	i	-1.9%	-0.4%	-0.7%	-17.9%
O=C(Cn1c(=O)oc2cc(S(=O)(=O)N3CCCCCC3)ccc21)NC1CCCCCCC1	-0.9%	x	0.2%	4.9%	-3.8%	0.0%	x	-8.9%	-2.9%	-4.2%	297.5%
O=C(NCCc1ccccc1)C1CCN(S(=O)(=O)N2CCC3(CC2)OCCO3)CC1	0.0%	2.3%	1.3%	7.2%	u	18.3%	u	-1.1%	1.3%	-0.2%	-29.0%
O=C1CSC(c2ccccn2)N1Cc1cn2ccccc2n1 (stereo unspecified)	-4.4%	5.6%	0.1%	9.6%	-16.1%	8.5%	u	-6.7%	1.7%	-1.6%	49.6%
CCN(CC)C(=O)CSc1nnc([C@@H](N)Cc2ccccc2)o1	1.1%	6.2%	-1.7%	3.5%	-8.7%	-9.6%	u	-2.9%	-2.8%	0.7%	-9.0%
O=C(Nc1cccnc1)c1ccc2c(c1)C(=O)N(Cc1cccnc1)C2=O	1.4%	3.1%	-1.4%	-0.4%	-3.5%	-15.8%	i	1.3%	-0.8%	-1.4%	-0.5%
Cc1c(C(=O)O)oc2c1C(O)CCC2 (stereo unspecified)	-1.0%	6.6%	-0.3%	18.3%	2.6%	7.6%	i	0.3%	1.0%	-3.4%	2.2%
Cc1ccc(C2CC(C(F)(F)F)n3nc(C(=O)NCc4ccco4)cc3N2)cc1 (stereo unspecified)	-0.9%	116.0%[activator]	0.8%	-9.2%	-1.8%	-19.3%	i	-1.5%	0.9%	-3.5%	-1.2%
c1ccc2nc(C3=NCCN3)cnc2c1	0.7%	x	-1.7%	-2.2%	u	4.2%	x	-0.1%	-2.7%	-2.9%	u
CC(C)C(=O)Nc1ccc(-c2nc3cccnc3o2)cc1	0.1%	0.3%	5.01µM*	-0.3%	7.3%	-17.9%	x	0.9%	-1.6%	-1.3%	8.2%
COc1nc(Nc2ccc3c(c2)OCO3)nc(OC)n1	-1.7%	x	-3.6%	-3.1%	u	-16.9%	x	0.7%	0.0%	-2.4%	-0.3%
Nn1c(SC/C=C/c2ccccc2)nnc1-c1ccncc1	-2.0%	8.1%	-2.8%	-5.3%	u	-22.6%	i	1.0%	-0.3%	3.0%	-13.8%
COc1ccccc1C1C(C(C)=O)=C(O)C(=O)N1CCc1ccccc1 (stereo unspecified)	0.8%	18.9%[7.66 µM]	1.6%	10.2%[11.4 µM]	u	25.4%	x	-1.0%	2.1%	1.1%	9.3%[11.4 µM]
OCCNc1ccc(Cl)cc1	-2.3%	-1.2%	0.0%	1.7%	-8.3%	7.4%	i	0.6%	-0.3%	0.3%	9.4%
Other results.
SMILES	Casp7 inh	USP2a inh	Luciferase inh	HEK293 cAMP ctrl	CRE-bla Fsk	ERK AVP inh	A350 autofl	Caspase-1 inhib	BRCT PPI red	BRCT inh green	Tau filament bind
COc1ccccc1CN1CCCC2(CCN(S(C)(=O)=O)CC2)C1	-0.9%	13.4%	-0.7%[11.4 µM]	19.7%	0.5%	17.2%	i	-2.9%	0.4%	0.0%	-9.3%
O=C(CCC(=O)N1CCc2ccccc21)N1CCc2ccccc21	0.4%	12.6%	0.2%	u	u	-9.9%	i	-2.5%	0.6%	2.0%	-7.7%
Cc1ccc(-n2nnc3c(=O)n(Cc4cccc(C)c4)cnc32)cc1	2.4%	x	-0.7%	12.4%	u	x	x	-3.1%	-0.9%	2.4%	87.5%
CCN1CCN(c2nc(-c3cccnc3)nc3ccccc23)CC1	2.5%	-3.7%	2.8%	9.9%	u	15.8%	i	-0.3%	-3.0%	0.2%	19.7%
Cn1c(SCC(=O)NC(C)(C)C)nnc1-c1ccc(C(C)(C)C)cc1	-2.2%	13.3%	-2.9%	6.4%	-12.0%	-7.4%	i	4.4%	-2.6%	-0.5%	-3.5%
CCC(=O)N1CCCc2cc(S(=O)(=O)N3CCC(N4CCCCC4)CC3)ccc21	-0.8%	9.4%	2.7%	8.1%	-15.6%	17.2%	i	3.1%	-0.1%	0.4%	5.2%
CCC(C)(C)NC(=O)C(c1cccn1C)N(Cc1ccccc1)C(=O)Cn1nnc2ccccc21 (stereo unspecified)	1.3%	-9.5%	0.7%	10µM*	-4.3%	-15.5%	i	-0.4%	-0.6%	0.2%	8.1%
O=S1(=O)N=C(SCCO)c2ccccc21	1.1%	-2.5%	2.0%	-13.2%	-1.2%	-7.2%	i	0.7%	-0.4%	-0.1%	-8.0%
Cc1cc(C)nc(SCc2nnc(SCC(=O)N3CCCc4ccccc43)o2)n1	0.6%	7.3%	4.9%	21.5%	9.9%	-20.6%	i	-1.0%	0.8%	1.5%	7.0%
Cn1c(=O)oc2cc(S(=O)(=O)NC3CCCc4ccccc43)ccc21 (stereo unspecified)	0.0%	x	1.4%	0.7%	9.6%	x	x	-3.4%	-0.4%	-1.5%	196.8%
CCOc1ccc(CCNC(=O)C2CCCN(c3nnc(-n4cccc4)s3)C2)cc1OCC (stereo unspecified)	0.9%	14.3%	0.4%	2.4%	5.8%	-15.4%	i	1.1%	-0.1%	-0.9%	8.5%
Fc1ccc2[nH]c3c(N4CCN(C5CCCCC5)CC4)ncnc3c2c1	0.3%	27.5%	0.6%	-11.6%	20.2%	3.5%	4.69e-08M*	-1.0%	0.9%	-0.6%	113.3%
COc1ccc(-c2nnc(-c3cccnc3)o2)cc1OC	-0.3%	-7.0%	-6.3%	-6.6%	10µM*	u	x	-1.5%	-13.6%	3.1%	28.7%
Cc1ccccc1-c1nc(CN2CCC(C(=O)NCC3CCCO3)CC2)c(C)o1 (stereo unspecified)	2.0%	8.3%	2.3%	7.9%	6.3%	-11.5%	i	0.6%	0.0%	0.1%	-9.9%

Screening results deposited in PubChem BioAssay by National Center for Advancing Translational Sciences (NCATS).

Not a hit list; 16% or so of the library scored in one or more.
